Source: PubChem BioAssay
EPAC2 antag: blocks human EPAC2 exchange factor | Q8WZA2 | EPAC2 GEF exchange of Rap1B-BODIPY-GDP, fluorescence | Potency, µM (doses to about 114 µM), without a hit: top-dose activity, negative = inhibition, hits mostly inhibitors | 0.18% of 360,000 active; further: on the % scale 0 is the no-effect control and ±100 the full control effect; nearly all actives have a fitted effect of over 45% in size; many of its hits are not listed in these tables
Target sequence (Q8WZA2 whole entry, looked up): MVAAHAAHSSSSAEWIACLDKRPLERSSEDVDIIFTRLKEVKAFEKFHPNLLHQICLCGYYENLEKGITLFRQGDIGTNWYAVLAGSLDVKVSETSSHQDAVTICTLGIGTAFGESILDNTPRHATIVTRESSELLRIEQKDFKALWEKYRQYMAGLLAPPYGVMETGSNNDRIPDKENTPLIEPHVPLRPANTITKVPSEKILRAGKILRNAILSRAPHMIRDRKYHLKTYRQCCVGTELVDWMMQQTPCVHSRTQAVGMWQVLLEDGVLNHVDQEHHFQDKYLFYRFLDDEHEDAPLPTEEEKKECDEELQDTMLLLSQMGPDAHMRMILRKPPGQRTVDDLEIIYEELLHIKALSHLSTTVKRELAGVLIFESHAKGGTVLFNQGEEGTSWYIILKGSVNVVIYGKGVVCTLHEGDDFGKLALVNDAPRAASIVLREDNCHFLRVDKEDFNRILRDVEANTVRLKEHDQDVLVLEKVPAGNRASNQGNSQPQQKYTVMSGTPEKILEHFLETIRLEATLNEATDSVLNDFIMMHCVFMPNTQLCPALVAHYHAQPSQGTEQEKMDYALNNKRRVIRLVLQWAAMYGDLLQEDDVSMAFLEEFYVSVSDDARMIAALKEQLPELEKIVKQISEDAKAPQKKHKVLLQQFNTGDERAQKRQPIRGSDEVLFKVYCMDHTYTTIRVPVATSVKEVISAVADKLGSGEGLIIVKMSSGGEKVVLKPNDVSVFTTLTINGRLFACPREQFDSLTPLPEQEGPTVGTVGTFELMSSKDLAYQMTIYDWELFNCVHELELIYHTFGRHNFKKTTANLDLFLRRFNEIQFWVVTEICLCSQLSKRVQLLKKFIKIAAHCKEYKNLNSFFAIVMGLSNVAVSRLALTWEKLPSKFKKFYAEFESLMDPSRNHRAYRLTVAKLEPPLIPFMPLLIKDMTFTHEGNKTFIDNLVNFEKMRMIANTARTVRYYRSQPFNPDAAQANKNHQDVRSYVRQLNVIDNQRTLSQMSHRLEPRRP
Nrf2 block: Nrf2 pathway inhibition. A549 ARE-Fluc reporter, luciferase luminescence, 18-24 h. Potency, µM (series often up to 46 µM), without a hit: top-dose activity change, negative = inhibition, hits mostly inhibitors. 2.1% of 360,000 active; further: on the % scale 0 is the no-effect control and ±100 the full control effect; nearly all actives have a fitted effect of over 60% in size
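Nrf2 function is reported as luminescence of an ARE-controlled luciferase in A549 cells. Compounds were tested at several concentrations, and a CellTiter-Fluor read on the same wells flagged cytotoxicity.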
S2 tox: reduces viability in counter-screen for ATXN expression inhibitors | 0.49% of 400,000 active | Potency, µM (titrated, usually from 56.7 µM), most hits filed as cytotoxic | S2 cells (HEK-293 line with an ATXN2-luciferase reporter) viability, CellTiter-Fluor protease fluorescence, 24 h; further: nearly all actives have a fitted effect of over 40% in size
HepG2 viability: kills HepG2 cells in TGF-b inhibitor counter-screen; Potency, µM (highest dose often 46.1 µM), for inactives: at the highest dose activity change, negative = cytotoxicity, usual class: cytotoxic; HepG2 CAGA-GFP viability, ATP luminescence, 18 h; 0.76% of 410,000 active; AID 588856; further: some results filed as inactive show a strong effect at the top dose
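CellTiter-Glo luminescence gave cytotoxicity after 18 hours at 37 degrees C. The cells were HepG2 CAGA-GFP in 1% FBS DMEM, stimulated with 500 pg/mL TGF-beta after compound addition. %Activity was normalised to no-cell wells (complete cell-killing) and DMSO (no toxicity), and curves were fitted and classified.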
Nrf2 activator: Nrf2 pathway activation | AREc32 ARE-luciferase reporter (MCF7-derived line), luminescence, 24 h | Potency, µM (top dose mostly 46.1 µM), for the others: at the top dose activation, usual class: activators | 0.31% of 410,000 active | AID 624171; further: % of control where 0% means no effect; nearly all actives have a fitted effect of over 65% in size
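Luminescent ARE reporter assay in AREc32_Fluc cells: overnight plating at 37 deg C, 24 hr compound incubation, Steady-Glo added, 30 min RT before reading.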
TGFb SMAD3 inh: blocks TGF-b signaling. HepG2 CAGA-GFP TGF-b/SMAD3 reporter, GFP fluorescence, 18 h; TGF-beta stimulated, 500 pg/mL final. Potency, µM (titrated, usually from 46.1 µM), inactives show at the top dose activity, negative = inhibition, usual class: inhibitors. 1.2% of 410,000 active. AID 588855; further: on the % scale 0 is the no-effect control and ±100 the full control effect; nearly all actives have a fitted effect of over 65% in size
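Using HEPG2 CAGA-GFP reporter cells at 1000 cells/well, we pinned test compounds, stimulated with recombinant TGF-beta (500 pg/mL final) and measured total well GFP after 18 h.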
ATXN2 expr inh: reduces ATXN2 reporter expression in HEK-293 cells. 0.72% of 360,000 active. Potency, µM (titrated, usually from 57 µM), without a hit: at the top dose activity change, negative = inhibition, most hits filed as inhibitors. HEK-293 ATXN2-luciferase reporter, luminescence, 24 h; further: on the % scale 0 is the no-effect control and ±100 the full control effect; nearly all actives have a fitted effect of over 55% in size
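ATXN2-luciferase reporter cells (luciferase flanked by upstream and downstream ATXN2 gene portions) were treated 24 h at 37 °C with compounds at up to 57 uM. SteadyGlo luminescence gave expression; GF-AFC fluorescence gave viability.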
MCF10A rerep: induces DNA re-replication in MCF 10a normal breast cells. MCF 10A DNA re-replication, Hoechst nuclear intensity, 48 h. Potency, µM (series often up to 46.1 µM), for inactives: at the top dose activity, positive = re-replication, usual class: activators. 2.9% of 350,000 active; further: % of control where 0% means no effect; nearly all actives have a fitted effect of over 50% in size
A549 viability: A549 cytotoxicity, counter-screen for Nrf2 inhibitors; Potency, µM (highest dose often 46 µM), inactives show top-dose activity change, negative = cytotoxicity, actives largely listed as inhibitors; 0.16% of 390,000 active; A549 ARE-Fluc cells, CellTiter-Fluor viability, 18-24 h; further: on the % scale 0 is the no-effect control and ±100 the full control effect
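Cytotoxicity counterscreen: CellTiter-Fluor fluorescence was measured in A549 ARE_Fluc cells after 18-24 h of compound exposure in a concentration series. The subsequent BugLite luminescent read reports ARE-luciferase activity.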
The depositor's hits bear a star; i = inactive; ? = inconclusive; nt = not tested or not shown; & = joins results of further samples; [ ] = remark or other dose. The call rests on the fitted dose curve; in most records, active means well fitted curve in the direction sought with a large enough effect; inconclusive means small, poorly fitted or top-dose-only effect, or another doubt; inactive means no such curve, though single readings can be large; an effect the other way counts as inactive or inconclusive. Potency means the concentration at half of the fitted maximal effect. Not all compounds are listed, so the mix of outcomes need not match the whole.

SMILES	EPAC2 antag	Nrf2 block	S2 tox	HepG2 viability	Nrf2 activator	TGFb SMAD3 inh	ATXN2 expr inh	MCF10A rerep	A549 viability
CCOC(=O)CCC(=O)Nc1ccc(S(=O)(=O)N2CCCCC2)cc1	3%	?	i	-26%	0.0%	2%	0%	1%	4%
Cc1cc[n+](CC(=O)N2CCCc3ccccc32)cc1	0%	-15%	i	1%	-0.5%	-16%	-27%	-4%	-3%
CCCCN(C(=O)CCC(=O)Nc1cc(C)on1)C(C(=O)NC(C)(C)C)c1cccc(OC)c1OC (stereo not drawn)	-8%	?	i	-6%	0.0%	0%	-3%	6%	-5%
O=C(CSc1nc2ccccc2c(=O)n1-c1ccc(F)cc1F)Nc1ccc2c(c1)CCC2	-2%[57.1 µM]	-28%	i	-1%	0.2%	0%	nt	?	1%
O=C(c1ccc2c(=O)n3c(nc2c1)CCC3)N1CCN(S(=O)(=O)c2ccccc2Br)CC1	-8%	?	i	-2%	0.0%	-2%	nt	-2%	5%
COc1ccc(F)cc1S(=O)(=O)Nc1cccc(-c2ccc(N3CCCCCC3)nn2)c1	nt	nt	nt	-10%	0.7%	?	-29%	nt	?
CC(C)(C)Cc1c(-c2cccc(Cl)c2)nc2ccc(Br)cn12	-4%	nt	i	-45%	11%	-12%	14%	nt	nt
O=C(Cc1ccc(Cl)cc1)NCC(=O)N1CCCCCC1	5%	-3%	i	-6%	-0.1%[9.22 µM]	-16%	3%	-12%	6%
COc1ccc(-c2cn(-c3ccc(OC)cc3)c(=S)[nH]2)cc1	-3%	11%	i	-30%	0.9%	-17%	-1%	-2%	1%
Cc1ccc(S(=O)(=O)N(CC(=O)Nc2cccnc2)c2cccc(Br)c2)cc1	-19%	-19%	i	-49%	0.3%	-29%	-32%	?	-11%
OCCN1CCN(c2ncnc3c2c(-c2ccccc2)cn3-c2ccc(Br)cc2)CC1	-3%	8%	i	-1%	8.2%	1%	-30%	?	-12%
CC(C)(C)C(=O)Cn1c(NCCO)nc2ccccc21	-7%	-2%	i	-17%	-0.3%	9%	-10%	0%	3%
O=C(OCc1nc2ccccc2[n+]([O-])c1C(=O)c1ccccc1)c1cccs1	13%	9%	i	-2%	0.0%	-14%	10%	3%	8%
CCNC(=O)C1(C)CCCN(C(=O)c2ccc(OC)c(F)c2)C1 (stereo not drawn)	-3%	nt	i	3%	-0.7%	-18%	5%	nt	nt
CC(C)(C)OC(=O)N1CCC(c2c(C(=O)NCc3ccccc3)cnn2-c2ccc(F)cc2)CC1	nt	?	i	7%	2.0%	22%	5%	nt	?
COc1cc(C2SCC(=O)N2CCc2ccc(OC)c(OC)c2)ccc1O (stereo not drawn)	0%	14%	i	7%	-0.7%	4%	-24%	1%	0%
Cc1ccc(S(=O)(=O)N2Cc3ccccc3CC2C(=O)N(C)C)cc1 (stereo not drawn)	-3%	nt	i	30%	-2.4%	17%	nt	nt	nt
NC(=O)C1CCN(c2ncnc3c2cnn3-c2cccc(Cl)c2)CC1	nt	nt	i	0%	0.6%	-16%	23%	nt	3%
O=C(c1ccccc1)c1ccc(OCCOCCN2CCN(Cc3ccccc3)CC2)cc1	-7%	-27%	i	-35%	7.4%	?	?	?	1%
CS(=O)(=O)Nc1ccc(Oc2ncccn2)cc1	6%	5%	i	5%	0.0%	0%	-7%	-2%	0%
Oc1ccc(/C=N/NC2=NCCCCC2)c(O)c1	4%	14%	i	0%	0.3%	0%	19%	4%	-6%
CCO[C@@H]1OC(C(=O)N2CCN(Cc3ccc4c(c3)OCO4)CC2)=C[C@H](c2ccc(C(F)(F)F)cc2)[C@H]1CCCO	-9%	?	?	-6%	-2.4%	?	?	-1%	?
CC1CCc2c(sc3nnn(Cc4cccc(C(=O)OC(C)C)c4)c(=O)c23)C1 (stereo not drawn)	nt	19%	i	-9%	0.0%	24%	17%	nt	0%
COc1ccccc1-c1ccc2c(c1)C(C)(Cc1cc(Cl)ccc1C(F)(F)F)C(=O)N2 (stereo not drawn)	?	nt	i	-102%	-3.4%	18µM*	?	nt	nt
CN(C)/C=N/c1sccc1C(N)=O	-7%	-16%	i	10%	0.2%	0%	2%	0%	-17%

An excerpt of these results, with values under each structure.
The line under a structure holds: EPAC2 antag	Nrf2 block	S2 tox	HepG2 viability	Nrf2 activator	TGFb SMAD3 inh	ATXN2 expr inh	MCF10A rerep	A549 viability
- O=C(c1ccccc1)c1ccc(OCCOCCN2CCN(Cc3ccccc3)CC2)cc1
  -7%	-27%	i	-35%	7.4%	?	?	?	1%
- CS(=O)(=O)Nc1ccc(Oc2ncccn2)cc1
  6%	5%	i	5%	0.0%	0%	-7%	-2%	0%
- Oc1ccc(/C=N/NC2=NCCCCC2)c(O)c1
  4%	14%	i	0%	0.3%	0%	19%	4%	-6%

Following part:
SMILES	EPAC2 antag	Nrf2 block	S2 tox	HepG2 viability	Nrf2 activator	TGFb SMAD3 inh	ATXN2 expr inh	MCF10A rerep	A549 viability
COc1ccc(-c2nn(C)c(=O)c3ccccc23)cc1CNS(C)(=O)=O	-6%	-2%	?	6%	5.0%	-1%	11%	-6%	-7%
CC1(C)OC(=O)C(=C2CCCN2)C(=O)O1	?	11%	i	15%	-0.1%	15%	0%	-10%	-1%
COCCOC(=O)C1=C(C)NC2=C(C(=O)CC(C)(C)C2)C1c1ccc2c(c1)OCO2 (stereo not drawn)	6%	-14%	?	-6%	0.0%	2%	0%	?	0%
Cc1ccc(-c2cc(C(=O)NCc3cnn(C)c3C)c3cc(Br)ccc3n2)cc1	-3%	?	?	-15%&-1%	5.1%&0.8%	?	13%&-22%	?	-1%&-2%
CCOC(=O)c1cc2c(=O)[nH]ccc2nc1C	2%	3%	i	3%	-0.1%	-11%	-6%	8%	-3%
Cc1ccc2nc(Nc3ncc4c(n3)CC(C)(C)CC4=O)nc(C)c2c1	8%	6%	?	4%	-0.2%	24%	17%	-1%	0%
CCOC(=O)CSc1nc2c(c(=O)n(C)c(=O)n2C)n1CCCc1ccccc1	7%	3%	i	21%	-0.7%	3%	1%	1%	4%
COc1ccc(OC(F)(F)F)cc1CC1(C)C(=O)Nc2ccc(-c3ccsc3)cc21 (stereo not drawn)	-9%	nt	nt	-103%	-2.3%	13µM*	-13%	nt	nt
COc1ccc(C(=O)Nc2ccc(S(=O)(=O)NC(C)=O)cc2)cc1	6%	-22%	i	4%	-0.6%	26%	1%	19%	-11%
C/C(=N\Nc1ccccn1)c1ccc(Br)s1	-6%	1%	i	-50%	?	?	nt	?	-1%
CCCCC/C=N/NC(=O)c1[nH]c2ccc([N+](=O)[O-])cc2c1C	-14%	-7%	i	7%	-0.5%	0%	2%	?	0%
COc1cccc(N2CC(NS(=O)(=O)c3ccc4ccccc4c3)CC2=O)c1 (stereo not drawn)	-10%	-21%	i	-5%	-0.2%	-11%	-21%	-28%	7%
CCCCCNC(=O)Cc1ccc(OC)cc1	12%	13%	i	2%	0.5%	15%	40%[activator]	2%	1%
O=C(Nc1ccc(Cl)cc1)C1CCC(=O)N1Cc1ccccc1Cl (stereo not drawn)	-8%	nt	i	7%	-0.4%	9%	-2%	13%	2%
O=C(Cc1cccs1)NCCn1ccc2ccccc21	0%	-17%	i	0%	4.0%	-10%	2%	7%	18%
Cc1cccc(NC(=O)CSc2nccn2Cc2ccco2)c1C	5%	19%	i	-3%	-0.5%	33%[activator]	17%	6%	1%
N#Cc1c(NC(=O)CSc2nnc(-c3ccccc3)o2)sc2c1CCCC2	-1%	-22%	?	-2%	-0.1%	2%	?	5.8µM*	-11%
CSc1ccccc1OCc1cc(C(=O)NC(C)Cc2cccc(C)n2)no1 (stereo not drawn)	-12%	1%	i	-15%	2.2%	0%	10%	30%	2%
COc1ccc(C2(C)NC(=O)N(CC(=O)c3cc(C)n(C4CC4)c3C)C2=O)cc1 (stereo not drawn)	-7%	-13%	i	-16%	-0.4%	-14%	nt	0%	2%
CCCC(=O)N1CCC1(C)C(=O)NS(=O)(=O)c1ccc(C)cc1 (stereo not drawn)	-4%	nt	i	-23%	-1.6%	0%	-1%	nt	nt
COc1cc(/C=C/C(=O)OCC(=O)N2CCCc3ccccc32)ccc1OCC#N	0%	-18%	?	-10%	0.1%	-15%	-8%	14%	0%
CC(/C=C/c1ccccc1)=N/NC(=O)c1cccc(Br)c1	9%	?	i	-36%	?	-10%	-39%[11.3 µM]	-4%	-14%
O=S(=O)(c1cc(Br)ccc1Br)N1CCCCCC1	-14%	5%	i	-31%	-0.6%	-4%	-9%	17%	0%
Cc1ccc(CNC(=O)c2cc3ccc4cccnc4c3[nH]2)cc1	nt	21%	nt	-33%	2.8%	4%	nt	nt	-1%
CCOC(=O)c1nc(C)[nH]c1C(=O)OCC	-9%[57.1 µM]	?	i	-7%	-0.2%	1%	2%	24%	0%
Later entries:
SMILES	EPAC2 antag	Nrf2 block	S2 tox	HepG2 viability	Nrf2 activator	TGFb SMAD3 inh	ATXN2 expr inh	MCF10A rerep	A549 viability
COc1ccccc1NS(=O)(=O)c1ccc(C)c(C(=O)NCCCN2CCCC2=O)c1	5%	11%	i	3%	-0.1%	-6%	-10%	1%	0%
O=C(Nc1ccc(-n2cnnn2)cc1)C1CCCN1C(=O)NC1CCCCC1 (stereo not drawn)	-5%	5%	i	5%	-0.7%	0%	3%	0%	0%
COCCn1c(SCC(=O)c2ccc3c(c2)OCCO3)nnc1-c1ccoc1C	-2%	-9%	i	1%	0.0%	-13%	-1%	?	-5%
O=C(NCc1cccs1)C1CCN(S(=O)(=O)c2cccc3nsnc23)CC1	-4%	-28%	i	-4%	-0.3%	4%	0%	?	-15%
CCOc1cc(N2CCOCC2)c(OCC)cc1NC(=O)COC(=O)C1CCCN1S(=O)(=O)c1ccccc1F (stereo not drawn)	-11%	-11%	?	-22%	?	-21%	nt	-7%	-1%
Cn1c(=O)c2c(ncn2CC(=O)Nc2ccc(Cl)cc2Cl)n(C)c1=O	3%	-9%	i	-9%	-0.4%	-3%	12%	5%	1%
COc1ccc(-c2ccnc3[nH]n(-c4ccccc4)c(=O)c23)cc1	10%	1%&1%	i	34%&-1%	-0.7%&-1.0%	-3%&13%	-8%&12%	3%	-1%&-4%
c1ccc(Cn2cc(CN3CCCCO3)c(-c3ccc4c(c3)OCO4)n2)cc1	5%	4%	i	-15%	-0.1%	-6%	-24%	-8%	5%
